ELG1 repair inh = inhibitors of ELG1-dependent DNA repair in HEK293T cells; Potency, µM (titrated, usually from 46.1 µM), inactives show at the highest dose activity change, negative = inhibition, actives largely listed as inhibitors; HEK293T ELG1-luciferase reporter, luminescence, 16 h; DNA damage induced by 5-fluorouridine; AID 504467; actives 2.3% (n = 330,000); also: potency is read from the fitted curve at half-maximal effect; % is scaled to controls: 0 for no effect and ±100 for the full control effect; nearly all actives have a fitted effect of over 55% in size
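In this reporter screen, reduction of luminescence relative to DMSO vehicle indicated activity. Compounds and 5-fluorouridine were added together to 2,000 cells per well, incubated for 16 hr at 37 °C, then developed with ONE-Glo.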
TSHR antagonist = blocks TSH signaling through the human TSH receptor; P16473; TSHR-expressing cells, TSH-stimulated cAMP HTRF, 2 h; active compounds read low; activity change, negative = inhibition, % at 11.5 µM; actives 0.2% (n = 330,000); AID 504810;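 active = activity change below a set negative limit, meaning inhibition stronger than a set level, cut at about -70% in these data; inconclusive = activity change between two set negative limits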; also: % is scaled to controls: 0 for no effect and ±100 for the full control effect
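TSHR-expressing cells, 200/well, pre-treated with compound, then stimulated with EC80 TSH (4nM final) for 2 hours at 37 deg C. cAMP measured by competitive HTRF: anti-cAMP cryptate antibody in lysis buffer plus cAMP-d2, read after 30 minutes at room temperature.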
Integrin act MD = activates integrin-mediated alleviation for muscular dystrophy; actives 0.064% (n = 350,000); alpha7betagal myoblasts, beta-gal FDG fluorescence, 48 h; AID 624291; Potency, µM (titrated, usually from 38.3 µM), inactives show top-dose activation, actives largely listed as activators;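 also: potency is read from the fitted curve at half-maximal effect; 100% = response of the positive control SU9516; nearly all actives have a fitted effect of over 60% in size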
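alpha7betagal+/- myoblasts (passage 13, 250/well) treated 48 h at 37C with compounds at 1:260 dilution of DMSO stock. Lysed, then beta-galactosidase activity read as FDG fluorescence (ex 480/em 540) after 30 min, with pre-read for autofluorescence.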
TCR activator = activates T cell receptor signaling; primary human leukocytes, anti-CD3, IL-2 HTRF, 48 h; Potency, µM (titrated, usually from 9.22 µM), for inactives: at the top dose activation of IL-2 secretion, usual class: activators; 330,000 tested, under 10 active; AID 504894; also: % of control where 0% means no effect
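Compounds are tested in HTS on primary human leukocytes co-incubated with a-CD3 beads for 48 hr. IL-2 output is measured by time-resolved FRET.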
AT treatment = potential ataxia-telangiectasia treatment; Potency, µM (titrated, usually from 57.5 µM), inactives show top-dose activation, actives largely listed as activators; […] A-T fibroblasts, KAP-1 phosphorylation AlphaLISA; neocarzinostatin DNA damage 30 min before lysis; AID 485349; actives 0.19% (n = 320,000); also: potency is read from the fitted curve at half-maximal effect; % of control where 0% means no effect; nearly all actives have a fitted effect of over 45% in size
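ATM-like activity read as KAP-1 phosphorylation via AlphaLISA donor/acceptor antibody pairs after lysis and 6 hr at 25C. Cells were ATM-null patient fibroblasts ([…], hTERT), dosed 60 min, then exposed to the DSB inducer NCS for 30 min.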
BCR signal inh = chronic active BCR signaling inhibition. AID 493014. ABC-DLBCL IkBa-CBG/CBR reporter, luminescence ratio, 4 h. Potency, µM (top dose mostly 46.1 µM), without a hit: top-dose ratio change, negative = lower green/red ratio, most hits filed as inhibitors. actives 0.05% (n = 340,000); active = well fitted inhibition curve with a large enough effect in the signal ratio, with a control signal flat, not every such curve was filed as active; inconclusive = small, poorly fitted or top-dose-only effect, or effect the other way, or a change in a side signal; the % refers to the signal ratio;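 also: potency is read from the fitted curve at half-maximal effect; plate controls were basal doxycycline-induced cells for no effect and cells given 10 µM MG132 for full effect; MG132 reads +100%, hits lower the ratio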
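Cell line TMD8 (human ABC DLBCL), stably expressing tet-inducible CBG68-IkBa fusion and CBR; IMDM/0.5% FBS; cpd up to 46 uM; dox induction, 4 h, 37C/5% CO2; dual luminescence; green/red ratio; MG132 control.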
Mito fusion yeast = blocks mitochondrial division or promotes mitochondrial fusion; S. cerevisiae fusion-defective mutant growth rescue, CellTiterGlo 48 h; Potency, µM (highest dose often 46.1 µM), without a hit: top-dose growth rescue (activation), actives largely listed as activators; actives 0.23% (n = 320,000); AID 485298;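 also: potency is read from the fitted curve at half-maximal effect; % of control where 0% means no effect; nearly all actives have a fitted effect of over 45% in size; temperature-sensitive fusion mutants such as fzo1-1 at 37 °C on non-fermentable ethanol glycerol medium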
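Luminescent cell viability in 1536-well qHTS format served as the measure of rescued growth in ts fusion-mutant S. cerevisiae cultured on non-fermentable YPEG for 48 hours at 37C.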
Eya2 inh = inhibitors of human Eya2 phosphatase activity | O00167 | recombinant Eya2, OMFP fluorescence dephosphorylation (OMFP is methylfluorescein phosphate) | Potency, µM (highest dose often 76.9 µM), for inactives: at the highest dose activity, negative = inhibition, most hits filed as inhibitors | actives 0.006% (n = 330,000); also: potency is read from the fitted curve at half-maximal effect; % is scaled to controls: 0 for no effect and ±100 for the full control effect
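Eya2 protein (added as 0.2 uM solution) was preincubated with compound for 10 min at ambient temperature in 50 mM HEPES pH 7.5, 50 mM NaCl, 5 uM MgCl2, 0.05% BSA, 1 mM DTT. OMFP (added at 50 uM) then reacted 10 min; fluorescence read at 485/525 nm.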
PTAP TSG101 blk = blocks PTAP/TSG101 interaction to inhibit HIV-1 budding; Q99816; Fluorescence polarization, FITC-PTAP peptide / Tsg101 binding; Potency, µM (doses to about 115 µM), for inactives: at the top dose activity change, negative = inhibition, most hits filed as inhibitors; 340,000 tested, under 10 active; AID 493005; active = well fitted inhibition curve with a large enough effect in the main read-out, with a control signal flat, not every such curve was filed as active; inconclusive = small, poorly fitted or top-dose-only effect, or effect the other way, or a change in a side signal; inactive = no such curve, though single readings can be large or run the other way; also: potency is read from the fitted curve at half-maximal effect; % of control where 0% means no effect
Target sequence (Q99816 whole entry, looked up): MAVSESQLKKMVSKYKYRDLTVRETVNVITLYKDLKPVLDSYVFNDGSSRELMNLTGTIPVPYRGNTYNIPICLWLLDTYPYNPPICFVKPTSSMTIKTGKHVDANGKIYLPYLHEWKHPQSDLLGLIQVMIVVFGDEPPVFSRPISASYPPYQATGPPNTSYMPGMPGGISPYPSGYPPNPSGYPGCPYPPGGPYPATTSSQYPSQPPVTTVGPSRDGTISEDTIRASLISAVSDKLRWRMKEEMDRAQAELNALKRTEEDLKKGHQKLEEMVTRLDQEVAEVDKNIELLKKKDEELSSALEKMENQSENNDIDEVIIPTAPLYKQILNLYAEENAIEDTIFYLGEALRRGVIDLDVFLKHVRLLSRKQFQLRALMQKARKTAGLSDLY
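Fluorescence anisotropy tracks displacement of a FITC-tagged PTAP peptide (50 nM) from the Tsg101 binding domain (10 uM), following a 20 min room-temperature incubation at pH 7.5.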
ASM inhibitor = inhibitors of human secretory acid sphingomyelinase. P17405. placental ASM, HMU-PC fluorogenic substrate, 60 min. Potency, µM (highest dose often 57.5 µM), for the others: at the top dose activity change, negative = inhibition, usual class: inhibitors. actives 0.006% (n = 340,000). AID 504937; also: potency is read from the fitted curve at half-maximal effect
Target sequence (P17405 47-631 limits assumed): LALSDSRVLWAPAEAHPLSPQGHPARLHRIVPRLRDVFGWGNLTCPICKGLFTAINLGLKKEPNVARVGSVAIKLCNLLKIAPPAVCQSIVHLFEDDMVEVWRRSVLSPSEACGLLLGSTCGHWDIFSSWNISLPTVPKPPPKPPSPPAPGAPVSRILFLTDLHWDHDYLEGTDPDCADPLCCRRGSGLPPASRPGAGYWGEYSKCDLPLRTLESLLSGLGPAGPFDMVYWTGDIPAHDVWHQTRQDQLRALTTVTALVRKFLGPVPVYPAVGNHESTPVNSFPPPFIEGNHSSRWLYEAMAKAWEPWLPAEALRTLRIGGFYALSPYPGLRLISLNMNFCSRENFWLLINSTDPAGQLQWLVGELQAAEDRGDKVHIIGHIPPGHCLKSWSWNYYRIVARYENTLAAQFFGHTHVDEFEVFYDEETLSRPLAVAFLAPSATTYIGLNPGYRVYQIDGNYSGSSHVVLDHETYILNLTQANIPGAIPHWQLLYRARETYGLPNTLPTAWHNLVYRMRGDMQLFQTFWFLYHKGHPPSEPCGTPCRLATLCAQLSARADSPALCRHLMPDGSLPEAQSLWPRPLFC
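Steps: dispense placental human ASM, pin compound, wait 10 min at room temperature, add HMU-PC0 substrate at 9 uM final, incubate 60 min at 37 °C, add stop solution raising pH to 10, read fluorescence.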
Tb PFK block = inhibitors of T. brucei phosphofructokinase; Potency, µM (titrated, usually from 57.5 µM), without a hit: at the highest dose activity, negative = inhibition, actives largely listed as inhibitors; T. brucei PFK, ADP-Glo luminescence; actives 0.17% (n = 330,000); AID 485367; O15648;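 also: potency is read from the fitted curve at half-maximal effect; 0% = uninhibited 1x PFK enzyme wells and -100% = no-enzyme wells; nearly all actives have a fitted effect of over 60% in size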
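Luminescent ADP detection (ADP-Glo, two-step: ATP depletion then ADP-to-ATP conversion for luciferase) reported PFK activity after 45 min room-temperature reaction of 1.25 nM enzyme with 0.5 mM F6P and 0.1 mM ATP at pH 8.0.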
* = called active by the depositor; ? = inconclusive; / = not tested or not shown; [ ] = dose if it differs, or a comment. Unless noted, calls follow the shape of the dose curve; as a rule, active = well fitted curve in the direction sought with a large enough effect; inconclusive = small, poorly fitted or top-dose-only effect, or another doubt; inactive = no such curve, though single readings can be large; an effect the other way counts as inactive or inconclusive.

Each structure is followed by: ELG1 repair inh	TSHR antagonist	Integrin act MD	TCR activator	AT treatment	BCR signal inh	Mito fusion yeast	Eya2 inh	PTAP TSG101 blk	ASM inhibitor	Tb PFK block
> Oc1ccccc1/C=N/n1c(-c2cccs2)n[nH]c1=S
  5%	-15	-4%	4%	-12%	12%	1%	11%	-4%	6%	1%
> COc1ccc2c(c1)C1NC(=S)NC(C)(O2)C1C(=O)Nc1ccc(Cl)cc1 (centres undefined)
  -24%	-6	3%	-4%[46.1 µM]	6%	0%	1%	-13%	1%	/	6%
> C/C=C/Cn1c(SCc2ccc(C)cc2)nc2c1c(=O)[nH]c(=O)n2C
  -6%	-7	25%	-6%	3%	2%	7%	-8%	2%	-2%	-1%
> O=C(Nc1ccc(Oc2ccc(S(=O)(=O)N3CCOCC3)cn2)cc1)c1ccco1
  ?	7	-14%	1%	-2%	-1%	1%	-1%	0%	-2%	-3%
> Oc1ccc(-n2cnnn2)cc1
  6%	1	12%	-3%	-4%	5%	0%	15%	-9%	6%	-7%
> Cn1ccnc1SCC(=O)NC1CC1
  -2%	1	5%	2%	3%	-13%	4%	-20%	0%	0%	0%
> Cc1cccc(N2CCN(S(=O)(=O)c3ccc(-c4cc(C)no4)s3)CC2C)c1 (centres undefined)
  ?	0	?	4%	3%	-2%	0%	-29%	-3%	-4%	0%
> CC(=O)NCCC1CCN(C(=O)c2cc(COc3ccc(C)nc3)on2)CC1
  -19%	-1	4%	-3%	8%	-5%	-1%	-1%	-6%	0%	1%
> c1ccc(OCc2nc(-c3ccncc3)no2)cc1
  ?	14	-10%	-2%	-2%	?	4%	5%	0%	-2%	-5%
> CCOC(=O)c1nc(-c2ccccc2)sc1C(C)=O
  23%	-1	-3%	8%	7%	?	-5%	-5%	-2%	-4%	4%
> Cc1ccc(C(=O)Nc2ccc(NC(=O)c3ccc(C)o3)cc2)o1
  18%	-8	-5%	4%	-8%	1%	3%	-15%	-3%	-5%	-6%
> COc1cc(OC)cc(C(=O)N[C@H](C(=O)NC23CC4CC(CC(C4)C2)C3)C(C)C)c1
  -6%	-6	2%	6%	-1%	-34%	19%	-18%	-3%	-2%	5%
> Cc1ccc(S(=O)(=O)N(C)c2ccccc2C(=O)N2CCOCC2)cc1
  6%	-8	0%	-9%	-3%	5%	3%	5%	-1%	-2%	-5%
> CCN(CC(=O)NC1CCS(=O)(=O)C1)C(=O)C(c1ccccc1)c1ccccc1 (centres undefined)
  17%	6	0%	2%	3%	12%	5%	0%	0%	3%	-13%
> CCCCN(CCCC)CCNC(=O)c1cn(CC)c2ccc(S(=O)(=O)N3CCc4ccccc4C3)cc2c1=O
  -2%	0	-8%	-4%	-8%	-23%	-3%	-6%	-10%	-11%	-4%
> O=C(NC(=S)Nc1ccc2oc(=O)ccc2c1)c1ccc(-c2cccc(Cl)c2Cl)o1
  21%	12	/	7%[46.1 µM]	-4%	?	5%	-4%	/	/	-1%
> O=C(NCc1ccco1)c1cc2ccccc2c(=O)o1
  ?	4	10%	0%	-1%	?	-1%	11%	-5%	1%	-19%
> COc1cc(C(=O)Nc2cccc(C)c2C)ccc1OCC(=O)N1CCOCC1
  23%	5	12%	11%	-1%	-1%	-1%	1%	-1%	3%	-9%
> COc1ccc(OCC(=O)Nc2ccc(N3CCOCC3)cc2)c([N+](=O)[O-])c1
  -20%	-4	-51%[inhibitor]	6%	1%	-13%	-1%	23%	-1%	1%	-1%
> Nc1cc2c(cc1[N+](=O)[O-])OCO2
  5%	21	-20%	10%	-2%	15%	-1%	-16%	-3%	-7%	4%
> Cc1c(Cl)cccc1NC(=S)NCc1ccc(F)cc1
  -4%	-11	-19%	0%	6%	0%	-8%	-23%	-4%	-1%	3%
> CC1=NNC(=O)C1CC(=O)N/N=C/c1ccncc1 (centres undefined)
  -1%	14	-2%	0%	-4%	6%	-6%	-7%	1%	3%	-1%
> COc1ccc(NS(=O)(=O)c2ccc(NS(=O)(=O)c3cccc(C(=O)O)c3)cc2)cc1
  -15%	-1	17%	1%	0%	2%	5%	14%	-1%	10%	0%
> Cc1ccccc1-c1noc(C2CCCCC2)n1
  ?	2	12%	1%	/	?	0%	-5%	-5%	-1%	1%
> COc1ccc(C)cc1NC(=O)CCCN1C(=O)C2CC=CCC2C1=O (centres undefined)
  5%	-14	-22%	/	-5%	0%	0%	-6%	0%	0%	2%
> CCOC(=O)N1CCN(C(=O)CCCCn2c(=S)[nH]c3ccsc3c2=O)CC1
  -3%	7	-11%	9%	0%	-17%	-4%	12%	1%	-5%	-6%
> CCCn1c(=O)c2ccccc2n2c(SCC(=O)c3cc(C)n(CCOC)c3C)nnc12
  -3%	-7	-3%	-7%	-2%	0%	1%	-8%	-4%	0%	0%
> N#CC1(NC(=O)Cn2cc(C(F)(F)F)cc(Cl)c2=O)CCCCC1
  -5%	3	-3%	0%	14%	-2%	0%	-1%	-6%	-1%	-2%
> N/C(=N\S(=O)(=O)c1cccs1)c1ccccc1Cl
  3%	36	0%	-7%	14%	0%	-3%	-2%	-2%	-2%	2%
> CC(C)(C)c1ccc(CSc2nc(N)cc(=O)[nH]2)cc1
  ?	-11	0%	9%	4%	-5%	?	3%	0%	3%	?
> N#Cc1c(N)nc2c(c1-c1cccs1)CCCC2
  -6%	-10	-12%	-5%[46.1 µM]	0%	13%	9%	-16%	1%	9%	0%
> CC(C)n1ncc(C(N)=O)c1N
  11%	0	14%	-13%	2%	-3%	-1%	-11%	1%	2%	1%
> CCOC(=O)c1cc2c(ccn2C)n1Cc1cc(C)ccc1C
  -5%	-2	-8%	4%	5%	10%	4%	-13%	-4%	-10%	0%
> CC1CCc2nc(NC(=O)c3ccc(S(=O)(=O)N4CCCc5ccccc54)cc3)sc2C1 (centres undefined)
  2.9µM*	2	13%	5%	-1%	-2%	-2%	-14%	-1%	2%	-3%
> OCCn1c(CSc2nnc(-c3ccco3)n2-c2ccccc2)nc2ccc(Cl)cc21
  ?	1	26%	-5%	3%	27%	5%	-12%	-5%	0%	-2%
> CCOC(=O)c1cnc2c(C)c(-c3ccccc3)[nH]n2c1=O
  1%	-4	-28%	-9%	2%	1%	0%	-3%	-8%	3%	2%
> Nc1ccc(Oc2ccc(F)cc2)nc1
  -5%	4	-18%	-2%	-9%	?	-3%	-9%	-7%	2%	-2%
> CCOC(=O)c1ccc(CNC(=O)CSc2nc(NC(=O)c3ccccc3)c3c(C)c(C)oc3n2)cc1
  15µM*	-2	-5%	3%	/	-2%	2%	4%	-8%	-20%	-1%
> Cc1cc(N2CCOCC2)ncc1[N+](=O)[O-]
  -10%	-3	15%	-47%	-5%	-5%	-2%	9%	-5%	-3%	-15%
> CCCCS(=O)(=O)/C=C\C1C2C=CC(C2)C1S(=O)(=O)CCCC (centres undefined)
  -4%	-2	14%	0%	2%	3%	-2%	-3%	-7%	4%	0%
> CC1CCN(C(=S)NC(=O)C2CCCCC2)CC1
  ?	40	11%	-1%	-2%	3%	-9%	-17%	0%	1%	4%

Not a hit list; any-hit rate near 3.2%.
